Screening results (PubChem BioAssay)
FLuc inhib CS – counter-screen for luciferase assay inhibitors: firefly luciferase inhibition | P08659 | ATPLite firefly luciferase biochemical luminescence, 10 min | inhibition, % at 10 µM | hit rate 1.5% among 200,000;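 active = inhibition above about 50% when tested at 10 µM, limit read from the data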
Target sequence (P08659 whole entry, looked up): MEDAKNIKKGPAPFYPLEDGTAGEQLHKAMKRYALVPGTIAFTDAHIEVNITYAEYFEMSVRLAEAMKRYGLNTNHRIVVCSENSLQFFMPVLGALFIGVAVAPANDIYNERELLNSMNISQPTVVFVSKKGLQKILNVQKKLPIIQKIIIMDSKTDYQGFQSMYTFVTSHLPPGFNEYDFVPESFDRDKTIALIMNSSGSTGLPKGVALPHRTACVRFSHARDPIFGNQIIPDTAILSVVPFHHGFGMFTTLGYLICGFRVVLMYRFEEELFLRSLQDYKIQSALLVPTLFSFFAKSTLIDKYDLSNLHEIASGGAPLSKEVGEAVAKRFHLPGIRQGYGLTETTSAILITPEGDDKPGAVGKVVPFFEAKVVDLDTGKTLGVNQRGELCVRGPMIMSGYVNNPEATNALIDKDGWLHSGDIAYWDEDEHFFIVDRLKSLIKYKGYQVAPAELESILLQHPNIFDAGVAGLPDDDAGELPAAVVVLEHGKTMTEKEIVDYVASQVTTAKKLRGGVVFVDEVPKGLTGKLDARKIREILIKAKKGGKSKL
STAT1 act – STAT1 signaling activation; AID 932; NIH 3T3 STAT1-luciferase reporter, IFN-gamma, luminescence; 100% = IFN-gamma alone, no compound; activation (% of control), % at 5.5 µM; hit rate 2.6% among 200,000;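 active = activation above the screen-wide mean activation plus 3 SD, cut at about 130% in these data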;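 note: raw ratio to IFN-gamma control signal so 100% means no change and 0% no light; values of inactives mirror those of a sister screen read the other way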
FLuc act counter – firefly luciferase counter-screen for stimulation assays; P08659; ATPlite luciferase biochemical, luminescence, 10 min; 0 = ATP-free wells, 1 = DMSO control; activation factor at 10 µM; 200,000 tested, under 10 active; AID 1027;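 active = luciferase activation factor, scaled between plate controls, of at least 2 with compound at 10 µM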
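Assay system: Luciferase/luciferin reagent mix; Medium: PBS as buffer for the ATP substrate; Dosing: test compounds dosed from 2 mM stocks in 100% DMSO; Times: 10 min, room temperature; Signal: luminescence from luciferase reaction; Read-out: luciferase activation; Controls: No-ATP low control, compound-free enzyme-plus-ATP high control.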
NF-kB expr up – NF-kB expression increase, human neuronal cells; NF-kB reporter expression; active compounds read high; fold change at 12.5 µM; hit rate 1.6% among 190,000; in the data active = fold change above about 3.3
STAT3 activator – increases IL-6 driven STAT3 reporter signal | activation (% of control), % at 5.6 µM | hit rate 0.91% among 190,000 | AID 871 | U3A cells, IL-6 STAT3-luciferase reporter, luminescence; 100% = signal with IL-6 EC80 alone;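 active = activation above the screen-wide mean of compound activation plus 3 SD, cut at about 130% in these data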;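 note: 0% = background luminescence of wells with medium and substrate only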
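Test system: Human STAT1-deficient U3A cells with stable STAT3-luciferase reporter | Also added: Interleukin-6, 33 ng/mL | Timing: Compound pre-incubation 1 h before IL-6, then 6 h stimulation at 37 °C | Technique: Luciferase reporter luminescence | Read-out: Percent of IL-6-only median luminescence | Benchmarks: IL-6-only wells as 100% reference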
STAT3 blocker – STAT3 signaling inhibition; U3A cells, IL-6 STAT3-luciferase reporter, luminescence; host cell line lacks STAT1; inhibition, % at 5.5 µM; hit rate 0.89% among 190,000;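 active = inhibition above the mean inhibition across all screened compounds plus 3 SD, cut at about 44% in these data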;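 note: 0% = DMSO only wells and 100% = 100 µM nifuroxazide control wells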
STAT1 inh – inhibitors of IFN-gamma induced STAT1 signaling | NIH 3T3 STAT1-luciferase reporter, luminescence | hit rate 0.35% among 200,000 | AID 920 | inhibition, % at 5.5 µM;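 active = inhibition above a set limit, the mean inhibition across all tested compounds plus 3 SD, cut at about 34% in these data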;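 note: 0% = IFN-gamma with DMSO and 100% = IFN-gamma with 300 µM nifuroxazide; values of inactives mirror those of a sister screen read the other way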
ROMK mod – modulates human ROMK potassium channel activity. Tet-inducible ROMK, thallium flux fluorescence; actives lie on both sides. hit rate 2% among 130,000. AID 1918. P48048. B-score at 10 µM;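 active = signal ratio slope over the read window, or its plate-corrected B-score, at least 3 SD from the plate mean, either direction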;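 note: B-score of the F/F0 ratio slope over 7 to 12 s after thallium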
Target sequence (P48048 whole entry, looked up): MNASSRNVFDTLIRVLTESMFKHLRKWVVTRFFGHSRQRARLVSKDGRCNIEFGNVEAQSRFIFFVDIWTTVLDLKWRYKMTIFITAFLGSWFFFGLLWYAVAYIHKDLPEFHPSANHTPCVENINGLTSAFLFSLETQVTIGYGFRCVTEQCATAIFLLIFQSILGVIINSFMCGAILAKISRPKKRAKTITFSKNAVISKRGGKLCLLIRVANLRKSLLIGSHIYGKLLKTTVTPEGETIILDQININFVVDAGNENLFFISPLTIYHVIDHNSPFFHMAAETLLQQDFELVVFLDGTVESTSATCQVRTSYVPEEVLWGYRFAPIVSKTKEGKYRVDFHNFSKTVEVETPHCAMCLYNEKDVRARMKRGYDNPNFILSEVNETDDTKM
APP 5'UTR act – APP 5'UTR luciferase reporter activation. SH-SY5Y APP 5'UTR luciferase reporter, luminescence; zero percent = DMSO vehicle wells. hit rate 1% among 190,000. AID 1276. activation, % at 2 µM;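 active = activation above a set limit, based on mean plus 3 SD of controls, cut at about 140% in these data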; note: values of inactives mirror those of a sister screen read the other way
APP transl inh – APP translation inhibition | SH-SY5Y APP 5'UTR-luciferase reporter, luminescence | inhibition, % at 2 µM | hit rate 0.82% among 190,000 | AID 1285;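 active = inhibition above a set limit, derived from the sample mean plus 3 SD, cut at about 45% in these data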; note: values of inactives mirror those of a sister screen read the other way
* marks the source's active call; other numbers are inactive results; nt = not tested or not shown. Compounds as they come, and some 7.1% of all compounds hit somewhere here.

SMILES	FLuc inhib CS	STAT1 act	FLuc act counter	NF-kB expr up	STAT3 activator	STAT3 blocker	STAT1 inh	ROMK mod	APP 5'UTR act	APP transl inh
CC(C)(C)c1cc(NC(=O)COC(=O)c2ccc3c(=O)n4c(nc3c2)CCC4)n(-c2ccccc2)n1	-1	116	1	1.2	104	0	-18	-1.6	9	-9
O=C(NCc1nnc(SCC(=O)N2CCN(c3ccccc3)CC2)o1)c1ccco1	-10	106	1.1	0.99	104	1	-7	nt	-3	3
O=C(Nc1ccc2c(c1)nc1n2CCN(C2CCCCC2)C1)NC1CCCCC1	1	91	1	0.91	102	3	10	-3.1*	8	-8
O=C(Cc1ccc(S(=O)(=O)N2CCCC2)s1)N1CCOCC1	-6	103	1.1	1.2	101	1	-3	0.057	-9	9
COc1ccccc1CO/N=C/NC(=O)c1c(OC)ccnc1Oc1ccc(F)cc1	-4	90	1	0.74	104	1	11	nt	1	-1
O=C(CSc1ncn(-c2ccccc2)n1)NCc1ccccc1	-3	99	1	1.6	103	-4	1	nt	2	-2
O=C(Nc1ccon1)c1ccc2c(c1)OCO2	5	112	0.9	1.3	103	0	-13	nt	4	-4
Cc1ccc(Cn2nnnc2CN2CCC(c3nc4ccc(Cl)cc4[nH]3)CC2)cc1	-8	98	1.1	0.9	94	14	2	nt	-68	68*
CCN(CC)S(=O)(=O)c1ccc(N2CCCC2)c(NS(=O)(=O)c2cccs2)c1	4	97	1	0.91	101	-1	4	-0.75	-8	8
Cc1ccc(C(C(=O)NC(C)(C)C)N(C(=O)c2csnn2)c2cccc(F)c2)o1 (configuration not stated)	-10	104	1.1	1.4	106	-3	-4	nt	-3	3
CC(C)c1nc(N2CCOCC2)c(C#N)c2c1CCC2	-5	102	1	1.1	101	2	-3	-1.3	17	-17
Cc1[nH]n(-c2ncc(-c3ccccc3)s2)c(=O)c1C(c1ccc(Cl)cc1)C(C#N)C#N (configuration not stated)	-6	94	1.1	0.89	102	-2	7	-2.3	nt	nt
CCN(CC(=O)NC(C)C)Cc1nc2sc3c(c2c(=O)[nH]1)CCC3	-10	99	1.1	1.4	104	-2	1	nt	-8	8
CC(=O)Nc1ccc(NC(=O)/C=C/c2cccc(C(F)(F)F)c2)cc1	-3	100	1	1.1	72	35	0	0.47	3	-3
CSCCC(NS(=O)(=O)c1ccc(Cl)cc1)C(=O)OCC(=O)N(C(C)C)C(C)C (configuration not stated)	-7	96	1.1	0.89	96	2	4	-0.85	28	-28
Cc1ccccc1Cn1ccc(NC(=O)c2nn(C)cc2[N+](=O)[O-])n1	-1	91	1	1	92	17	10	-0.047	-23	23
O=C1c2cccc([N+](=O)[O-])c2C(=O)N1c1ccccc1	1	97	1	1.1	101	-1	4	0.37	1	-1
CCOc1ccc(S(=O)(=O)N(C)CCO)cc1-c1nc2c(C(C)(C)C)nn(C)c2c(=O)[nH]1	0	95	1	0.34	99	2	5	-4.3*	-10	10
CCc1ccc(-c2csc(NC(=O)c3cccnc3)n2)cc1	-6	96	1.1	1.2	73	33	4	0.13	-2	2
FC(F)(F)c1nnc2ccc(NCn3nnc4ccccc43)nn12	4	101	1	0.96	99	5	-1	nt	-13	13
O=C(Cn1c(=O)c2c(ncn2Cc2ccccc2)n(Cc2ccccc2)c1=O)N1CCCC1	-4	96	1	1.1	90	14	5	2.1	6	-6
CCN=C1SC(CC(=O)Nc2ccc(N3CCOCC3)cc2)C(=O)N1CC (configuration not stated)	-7	95	1.1	0.92	106	-7	5	0.5	-5	5
CC/C=C\[C@H](O)[C@H](O)C1=C(C)C(=O)[C@]2(O1)C(=O)N[C@@](OC)(C(=O)c1ccccc1)C2O (some centres not stated)	-4	97	1	0.96	nt	nt	2	nt	-7	7
CCOC(=O)c1sc2nc(CC(=O)OC)nc(NCCN3CCOCC3)c2c1C	-8	88	1.1	0.77	95	10	13	nt	11	-11
CS(=O)(=O)N1N=C(c2cccs2)CC1c1ccc(Cl)o1 (configuration not stated)	-2	110	1	1.4	102	0	-12	-0.54	7	-7

Next section.
SMILES	FLuc inhib CS	STAT1 act	FLuc act counter	NF-kB expr up	STAT3 activator	STAT3 blocker	STAT1 inh	ROMK mod	APP 5'UTR act	APP transl inh
CCOc1ccc2nc(/N=C/c3nc(-c4ccc(Br)cc4)oc3O)sc2c1	2	97	1	1.2	81	24	3	nt	18	-18
Cc1c(NC(=O)CSc2nnc(C(C)Oc3ccc(Cl)cc3)n2-c2ccccc2)c(=O)n(-c2ccccc2)n1C (configuration not stated)	-2	95	1	0.91	96	6	6	nt	5	-5
Cc1nnc(-c2cccc(Br)c2)c2cn(-c3ccccc3)nc12	-4	95	1	1.1	95	6	5	-0.017	-14	14
C/C(=N\Nc1ccc([N+](=O)[O-])cc1)c1cc2ccccc2o1	-7	96	1.1	0.95	107	-4	3	-0.81	5	-5
O=C(NC(NNc1ccc([N+](=O)[O-])cc1)(C(F)(F)F)C(F)(F)F)c1ccc(Cl)cc1	-3	89	1	1.1	108	-11	12	-0.11	4	-4
Cc1ccc(NC(=S)/N=C(\N)Nc2nc(C)c3cc(C)c(C)cc3n2)cc1C	-4	100	1	1.1	79	26	0	0.81	-8	8
Cn1c(N)c(C(=O)c2ccccc2)c(=O)n(C)c1=O	-10	106	1.1	1	104	1	-6	-0.0036	-2	2
NS(=O)(=O)c1ccc(CCNc2nc3c(-c4cccc(F)c4)nnn3c3ccccc23)cc1	-6	97	1.1	0.56	137*	-40	4	nt	-11	11
O=C(CSc1n[nH]c(-c2ccncc2)n1)Nc1ccccn1	-9	102	1.1	0.77	110	-9	-3	nt	-12	12
COc1ccc(NC(C)=O)cc1S(=O)(=O)Nc1ccc2c(c1)OCCO2	3	104	1	nt	96	11	-4	-0.0023	-5	5
COc1ccc(OCC(=O)Nc2ccc3oc(-c4ccncc4)nc3c2)cc1	-7	110	1.1	1.2	89	18	-10	0.61	-23	23
N#CC1=C(N)OC2=C(C(=O)CC(c3ccccc3)C2)C1c1cccnc1 (configuration not stated)	4	99	1	1.5	88	17	1	0.079	-11	12
Cc1csc(NC(=O)CSc2nnc(-c3ccccc3)o2)n1	-5	126	1.1	3.1	111	-5	-29	nt	136*	-136
COC(=O)/C=C/C(=O)N1CCN(c2ccccc2)CC1	-7	91	1.1	0.95	106	-2	10	1.5	15	-15
CNC(=S)N1CCN(C(=O)c2ccco2)CC1	-4	92	1	1.2	96	3	9	-0.094	1	-1
CC(=O)Nc1cccc2c1C(=O)N(c1ccc(OC(C)=O)cc1)C2=O	-5	96	1.1	1	92	14	2	-0.65	-1	1
O=C(COc1cc(F)ccc1[N+](=O)[O-])Nc1ccc(N2CCOCC2)cc1	-3	93	1	0.74	85	23	8	0.62	8	-8
COc1ccc(OC)c(NC(=O)COC(=O)c2c3c(nc4ccccc24)CCCC3)c1	-6	100	1.1	0.33	85	22	0	0.41	-9	9
COC(=O)CSc1nc(NC#N)nc(NC(C)C)n1	-3	101	1	0.8	107	-3	-2	nt	4	-4
CCOC(=O)c1sc2nccc(N(C)C)c2c1N=CN(C)C	-7	91	1.1	1.1	88	22	10	0.84	14	-14
CCN(CC)c1ccc(C=Nc2ccccc2C)c(O)c1	53*	102	0.5	1.5	114	-13	-2	-0.0065	-8	8
Cc1ccc(S(=O)(=O)c2c(C)cc(C)nc2N2CCCC2)cc1	-8	86	1.1	1.1	91	19	14	0.055	-5	5
OC(CN1CCN(Cc2ccccc2)CC1)Cn1c2ccccc2c2ccccc21 (configuration not stated)	-5	104	1	1	110	-14	-4	-1.6	-8	8
Cc1ccc(S(=O)(=O)N(C)CC(=O)OCC(=O)NC(c2ccccc2)c2ccccc2)cc1	-2	102	1	1.1	104	-5	-3	1.1	19	-19
CC(C)C(C(=O)Nc1ccc2c(c1)OCO2)N1C(=O)c2ccccc2C1=O (configuration not stated)	-5	100	1.1	0.76	97	8	-1	nt	-4	4

(listing goes on)
SMILES	FLuc inhib CS	STAT1 act	FLuc act counter	NF-kB expr up	STAT3 activator	STAT3 blocker	STAT1 inh	ROMK mod	APP 5'UTR act	APP transl inh
O=C(Nc1ccc(-c2cn3ccsc3n2)cc1)c1ccc(F)c(S(=O)(=O)N2CCOCC2)c1	-2	93	1	0.37	67	45*	7	nt	12	-12
O=C(NCc1cccnc1)/C(=N\O)c1ccccc1	-6	85	1.1	1.1	91	10	15	0.78	0	0
O=[N+]([O-])c1ccc(/C=N/NC(=S)Nc2ccccc2)o1	9	99	0.9	1.5	99	3	1	nt	2	-2
O=C(c1ccc(Cl)s1)N1CCCC1	-2	103	1	1.4	96	11	-3	0.29	10	-10
Cn1cnc(S(=O)(=O)Nc2ccc(OC(F)(F)F)cc2)c1	-5	108	1.1	1.6	101	5	-8	-0.015	2	-2
CCOC(=O)Nc1ccc2c(c1)N(C(=O)CCN1CCN(C)CC1)c1ccccc1S2	5	92	1	1.3	95	10	9	nt	-2	2
COc1cc(C(=O)OCC(C)=O)c([N+](=O)[O-])cc1OC	4	98	1	1.2	105	2	1	0.29	-5	5
C=CCC(c1ccccc1)N(C(C)=O)c1ccco1 (configuration not stated)	3	101	1	1	99	7	-3	-0.031	11	-11
CCC(=O)n1nc(-c2ccccc2)nc1N	-7	94	1.1	1.3	98	7	7	nt	-16	16
Clc1ccccc1-c1nnc(CNC2CC2)o1	-1	109	1	1.2	105	-4	-9	0.51	11	-11
Nc1ccccc1C#Cc1ccccc1	24	146*	0.8	8.7*	97	6	-52	nt	119	-119
O=C(CN1C(=O)NC2(CCSC2)C1=O)N1CCN(c2ccc(F)cc2)CC1 (configuration not stated)	-4	92	1	nt	97	11	9	-1	9	-9
Cc1cc(C(=O)CSc2nnc(N)s2)c(C)n1-c1c(C)n(C)n(-c2ccccc2)c1=O	-5	103	1.1	1.1	96	11	-3	nt	-3	3
Cc1c(NC(=O)C(C)OC(=O)c2c3c(nc4ccccc24)CCC3)c(=O)n(-c2ccccc2)n1C (configuration not stated)	0	94	1	0.72	93	7	7	nt	-9	10
COc1ccccc1C(=O)Oc1ccc(N2C(=O)CCC2=O)cc1	-2	105	1	1.2	96	9	-5	nt	17	-17
O=C(Cn1ccc2ccccc21)Nc1ccc2c(c1)OCO2	1	99	1	1.1	101	-2	1	nt	4	-4
CC1=C(C(=O)Nc2ccccc2)C2(CCCCC2)C(C#N)=C(SCC(N)=O)N1	-7	102	1.1	1.2	101	-1	-2	0.73	-17	17
Cc1cc(OCC(=O)Nc2ccc(S(=O)(=O)N3CCN(C)CC3)cc2)ccc1Cl	0	103	1	1.1	100	2	-1	-1.5	1	-1
O=C(Nc1ccccc1)c1ccc(CN2CCc3ccccc3C2)cc1	-3	109	1	1.6	59	52*	-11	-0.17	3	-3
O=C(CCCn1c(SCC(=O)NC2CCCCC2)nc2ccccc2c1=O)NCC1CCCO1 (configuration not stated)	-5	106	1	0.92	101	0	-6	nt	0	0
